SRC3 TRFRET art: TR-FRET detection interference compounds, artefact control for PPARgamma SRC-3 recruitment agonists, biochemical, TR-FRET ratio; TR-FRET artefact counter-screen, PPARgamma/SRC-3 format; stronger effect = higher value; 99,000 compounds, 0.39% hits; TR-FRET ratio at 8 µM; AID 1048, 2008; in the data active means TR-FRET ratio above about 2000; further: inactives centre near 1600
SRC1 TRFRET art: TR-FRET detection interference compounds, primary screen, artefact control for PPARgamma SRC-1 recruitment agonists, biochemical, TR-FRET emission ratio | TR-FRET detection artefact counter-screen; stronger effect = higher value | TR-FRET ratio at 8 µM | 99,000 compounds, 0.34% hits | AID 1051, 2008; in the data active means TR-FRET ratio above about 2300; further: inactives centre near 1800
* = called active by the depositor. A portion of the library, so the mix of outcomes need not match the whole.

How did CCOCCCNC(=O)c1c[nH]c2c(CC)cccc2c1=O do in these assays?
SRC3 TRFRET art: 1513; SRC1 TRFRET art: 1583

What do the screens show for `COc1ccccc1NC(=O)C(=O)N/N=C(\C)CC(=O)Nc1ccccn1`?
SRC3 TRFRET art: 1830; SRC1 TRFRET art: 1672

How did Cc1ccc(CNC(=O)C2CCCN(c3nc4ccccc4o3)C2)cc1 (stereo unspecified) do in these assays?
SRC3 TRFRET art: 1596; SRC1 TRFRET art: 1776

How did N#CCCn1cc(C(=O)Nc2ccccc2Br)c(-c2cccs2)n1 do in these assays?
SRC3 TRFRET art: 1658; SRC1 TRFRET art: 1897

What do the screens show for `CCN(CC)S(=O)(=O)c1ccc(O)c(NC(=O)CN2CCc3ccccc3C2)c1`?
SRC3 TRFRET art: 1585; SRC1 TRFRET art: 1949

Results for Cc1ccc(S(=O)(=O)N2CCCCC2)cc1NC(=O)COC(=O)c1ccccc1F ?
SRC3 TRFRET art: 1489; SRC1 TRFRET art: 1665

What do the screens show for `COc1ccc(N=c2oc3ccccc3cc2C(=O)Nc2ccccn2)cc1OC`?
SRC3 TRFRET art: 1473; SRC1 TRFRET art: 1655

What do the screens show for `CC(C)c1ccc(S(=O)(=O)Nc2ccc(SC(F)F)cc2)cc1`?
SRC3 TRFRET art: 1697; SRC1 TRFRET art: 1837

How did CC(=O)NCC(=O)OCC(=O)Nc1nc(-c2ccccc2)cs1 do in these assays?
SRC3 TRFRET art: 1545; SRC1 TRFRET art: 1812

How did O=C(COc1ccccc1-c1ccccc1)c1ccccc1 do in these assays?
SRC3 TRFRET art: 1507; SRC1 TRFRET art: 1591

How did CCOC(=O)C1=C(C)N(C)C(=O)NC1c1cc2c(cc1[N+](=O)[O-])OCO2 (stereo unspecified) do in these assays?
SRC3 TRFRET art: 1482; SRC1 TRFRET art: 1667

Results for CCOC(=O)c1nc(C)n(-c2ccc([N+](=O)[O-])cc2)n1 ?
SRC3 TRFRET art: 1617; SRC1 TRFRET art: 1881

What do the screens show for `CC(C)Nc1nc(-c2ccccn2)nc(-c2ccccc2)c1C#N`?
SRC3 TRFRET art: 1554; SRC1 TRFRET art: 1784

How did Cc1csc(/N=C/c2ccc([N+](=O)[O-])cc2)n1 do in these assays?
SRC3 TRFRET art: 1545; SRC1 TRFRET art: 1579

What do the screens show for `COc1ccc(NC(=O)CN(C)CC(=O)Nc2ccc(Cl)cc2[N+](=O)[O-])cc1`?
SRC3 TRFRET art: 1461; SRC1 TRFRET art: 1821

Entries shown so far that have sulfur:
How did N#CCCn1cc(C(=O)Nc2ccccc2Br)c(-c2cccs2)n1 do in these assays?
SRC3 TRFRET art: 1658; SRC1 TRFRET art: 1897

What do the screens show for `CCN(CC)S(=O)(=O)c1ccc(O)c(NC(=O)CN2CCc3ccccc3C2)c1`?
SRC3 TRFRET art: 1585; SRC1 TRFRET art: 1949

Results for Cc1ccc(S(=O)(=O)N2CCCCC2)cc1NC(=O)COC(=O)c1ccccc1F ?
SRC3 TRFRET art: 1489; SRC1 TRFRET art: 1665

What do the screens show for `CC(C)c1ccc(S(=O)(=O)Nc2ccc(SC(F)F)cc2)cc1`?
SRC3 TRFRET art: 1697; SRC1 TRFRET art: 1837

How did CC(=O)NCC(=O)OCC(=O)Nc1nc(-c2ccccc2)cs1 do in these assays?
SRC3 TRFRET art: 1545; SRC1 TRFRET art: 1812

How did Cc1csc(/N=C/c2ccc([N+](=O)[O-])cc2)n1 do in these assays?
SRC3 TRFRET art: 1545; SRC1 TRFRET art: 1579

More structures:
Results for Nn1c(Cc2ccc(F)cc2)n[nH]c1=S ?
SRC3 TRFRET art: 1740; SRC1 TRFRET art: 1857

What do the screens show for `CCn1c(SCC(=O)N/N=C/C=C/c2ccccc2[N+](=O)[O-])nnc1-c1ccccc1`?
SRC3 TRFRET art: 1516; SRC1 TRFRET art: 1800

How did CCOC(CNC(=O)Cn1nc(C)c2ccccc21)OCC do in these assays?
SRC3 TRFRET art: 1592; SRC1 TRFRET art: 1787

How did CCS(=O)(=O)c1nc(S(=O)(=O)c2ccc(C)cc2)c(NCCCN(C)C)s1 do in these assays?
SRC3 TRFRET art: 1748; SRC1 TRFRET art: 1908

What do the screens show for `COc1ccc(NC(=O)N2CCN(c3nc4ccccc4n3C(C)C)CC2)cc1`?
SRC3 TRFRET art: 1578; SRC1 TRFRET art: 1806

How did Cc1nn(C)cc1C(C(=O)NC1CCCCC1)N(C(=O)Cc1cccs1)c1ccc(Cl)cc1 (stereo unspecified) do in these assays?
SRC3 TRFRET art: 1826; SRC1 TRFRET art: 1809

How did CC(C)CNC(=S)N1CCC(C(=O)c2ccc3c(c2)OCCO3)CC1 do in these assays?
SRC3 TRFRET art: 1741; SRC1 TRFRET art: 1713

How did CCN(CC)CCCNCC(=O)Nc1ccc2c(c1)CCC2 do in these assays?
SRC3 TRFRET art: 1573; SRC1 TRFRET art: 1799

What do the screens show for `Cn1c(=O)oc2cc(S(=O)(=O)Nc3cccc(F)c3)ccc21`?
SRC3 TRFRET art: 1556; SRC1 TRFRET art: 1806

Results for O=C1CC(NC(=O)C(F)(F)F)=NN1c1ccccc1 ?
SRC3 TRFRET art: 1578; SRC1 TRFRET art: 1794

Results for Cc1ccc(NC(=S)N2CCCC(CO)C2)c(C)c1 (stereo unspecified) ?
SRC3 TRFRET art: 1429; SRC1 TRFRET art: 1854

What do the screens show for `O=C(Oc1cccc(N2C(=O)C3C4c5ccccc5C(c5ccccc54)C3C2=O)c1)c1ccco1` (stereo unspecified)?
SRC3 TRFRET art: 1344; SRC1 TRFRET art: 1728

Results for COc1ccc(OCCOCCOc2ccc(C)cc2[N+](=O)[O-])cc1 ?
SRC3 TRFRET art: 1703; SRC1 TRFRET art: 2051

Results for CCc1ccc(NC(=O)CSc2nc3[nH]ncc3c(=O)[nH]2)cc1 ?
SRC3 TRFRET art: 1625; SRC1 TRFRET art: 1934

Results for CCOC(=O)c1cnc(SC)nc1NCCOC ?
SRC3 TRFRET art: 1570; SRC1 TRFRET art: 1645

What do the screens show for `Cc1ccc(-c2nnn3c2nc(Cl)c2ccccc23)cc1`?
SRC3 TRFRET art: 1787; SRC1 TRFRET art: 1799

Results for CCOc1cc(OCC)nc(S(C)(=O)=O)n1 ?
SRC3 TRFRET art: 1521; SRC1 TRFRET art: 1689

Results for COc1ccc(-c2nnc(SCC(=O)O)n2C)cc1OC ?
SRC3 TRFRET art: 1676; SRC1 TRFRET art: 1912

How did COC(=O)c1ccccc1NC(=O)c1cnn2c(C)cc(C)nc12 do in these assays?
SRC3 TRFRET art: 1565; SRC1 TRFRET art: 1833

Results for COc1cc(/C=C/C(=O)c2ccc(O)cc2)ccc1OCC#N ?
SRC3 TRFRET art: 1476; SRC1 TRFRET art: 1625

How did Cc1nc(-c2ccncc2)sc1C(=O)Nc1ccc(Cl)cc1 do in these assays?
SRC3 TRFRET art: 1603; SRC1 TRFRET art: 1986

What do the screens show for `CC(C)=CCC/C(C)=C/C=N/NC(=O)c1cccc([N+](=O)[O-])c1`?
SRC3 TRFRET art: 1576; SRC1 TRFRET art: 1620

How did CCOc1ccc(Br)cc1S(=O)(=O)Nc1ccc(C(=O)OCC(=O)N(C)c2ccccc2)cc1 do in these assays?
SRC3 TRFRET art: 1471; SRC1 TRFRET art: 1703

How did Cc1cccc(C(=O)N2CC3(C)CC2CC(C)(C)C3)c1 (stereo unspecified) do in these assays?
SRC3 TRFRET art: 1448; SRC1 TRFRET art: 1429

Results for N#Cc1ccsc1NC(=O)CN1CCN(Cc2ccccc2)CC1 ?
SRC3 TRFRET art: 1529; SRC1 TRFRET art: 2131

How did COc1cc(C(=O)O)nc2ccc([N+](=O)[O-])cc12 do in these assays?
SRC3 TRFRET art: 1671; SRC1 TRFRET art: 1779

How did CCOC(=O)c1csc(NC(=O)c2cc(=O)c3ccccc3o2)n1 do in these assays?
SRC3 TRFRET art: 1544; SRC1 TRFRET art: 1783

Results for CCc1ccc(-n2c(SCC(=O)c3ccc4c(c3)NC(=O)CO4)nc3ccccc3c2=O)cc1 ?
SRC3 TRFRET art: 1664; SRC1 TRFRET art: 1802

Results for CCOC(=O)/C(N=Nc1sc(C(=O)OC)c(C)c1C(=O)OCC)=C(\O)CCl ?
SRC3 TRFRET art: 1559; SRC1 TRFRET art: 1784

How did O=C(COC(=O)CCSc1ccc(Cl)cc1)NCCc1ccccc1 do in these assays?
SRC3 TRFRET art: 1520; SRC1 TRFRET art: 1720

Two records drawn at random from those above:
How did COc1cc(C(=O)O)nc2ccc([N+](=O)[O-])cc12 do in these assays?
SRC3 TRFRET art: 1671; SRC1 TRFRET art: 1779

Results for COc1cc(/C=C/C(=O)c2ccc(O)cc2)ccc1OCC#N ?
SRC3 TRFRET art: 1476; SRC1 TRFRET art: 1625

(cont.)
How did COc1cc(CC(NC(C)=O)C(=O)NC2CCN(C(=O)c3cc(OC)c(OC)c(OC)c3)CC2)cc(OC)c1 (stereo unspecified) do in these assays?
SRC3 TRFRET art: 1470; SRC1 TRFRET art: 1554

How did Cc1ccc(-n2nc(C)cc2NC(=O)CC#N)cc1 do in these assays?
SRC3 TRFRET art: 1581; SRC1 TRFRET art: 1808

How did CCOC(=O)c1c(CSc2ccccc2)n(C)c2cc(Br)c(OCC(O)CNC(CO)(CO)CO)cc12 (stereo unspecified) do in these assays?
SRC3 TRFRET art: 1552; SRC1 TRFRET art: 1785

How did COc1cccc(/C=C/C(=O)Oc2ccc(C(=O)c3ccc(F)cc3)cc2)c1 do in these assays?
SRC3 TRFRET art: 1615; SRC1 TRFRET art: 1756

How did Cc1cc(=O)oc2cc(OCC(=O)OCC(=O)NC(C)C)ccc12 do in these assays?
SRC3 TRFRET art: 1563; SRC1 TRFRET art: 1962

Results for COc1ccc(CCNC(=O)c2cc3c(C)nccc3[nH]c2=O)cc1OC ?
SRC3 TRFRET art: 1690; SRC1 TRFRET art: 2055

What do the screens show for `O=C(CCc1nnc(CCC2CCCCC2)o1)NCCn1cccn1`?
SRC3 TRFRET art: 1491; SRC1 TRFRET art: 1523

Results for COC(CNC(=O)c1cnn2c(C)c(Cc3ccccc3)c(C)nc12)OC ?
SRC3 TRFRET art: 1760; SRC1 TRFRET art: 1648

What do the screens show for `CCOC(=O)N1CCN(C(=O)c2cn(CC)c3cc(N4CCN(C)CC4)c(F)cc3c2=O)CC1`?
SRC3 TRFRET art: 1439; SRC1 TRFRET art: 1859

Results for COc1cccc(-c2cc(C(=O)NCC3CCCO3)c3ccccc3n2)c1 (stereo unspecified) ?
SRC3 TRFRET art: 1655; SRC1 TRFRET art: 1996

What do the screens show for `Cc1nc2ncnn2c(N2CCN(C(=O)c3cccc(F)c3)CC2)c1Cc1ccccc1`?
SRC3 TRFRET art: 1670; SRC1 TRFRET art: 2081

What do the screens show for `O=C(Nc1ccc(Cl)c(Cl)c1)Nc1nc(-c2ccccc2)cs1`?
SRC3 TRFRET art: 1572; SRC1 TRFRET art: 2011

How did Cc1cccc(Cn2nc(C)c(NC(=O)c3ccc(F)cc3)c2C)c1 do in these assays?
SRC3 TRFRET art: 1535; SRC1 TRFRET art: 1708

Results for COc1ccc(-c2nc(C)sc2C)cc1 ?
SRC3 TRFRET art: 1305; SRC1 TRFRET art: 1697

How did Cn1c(=O)c2c(ncn2CC(=O)OCC(=O)NCc2ccccc2Cl)n(C)c1=O do in these assays?
SRC3 TRFRET art: 1720; SRC1 TRFRET art: 1711

Results for COc1cc([N+](=O)[O-])cc(/C=N/NC(=O)C(C)Nc2cccc(C)c2)c1O (stereo unspecified) ?
SRC3 TRFRET art: 1498; SRC1 TRFRET art: 1778

How did O=C(NCc1ccco1)C(c1ccncc1)N(C(=O)Cc1cccs1)c1ccccc1 (stereo unspecified) do in these assays?
SRC3 TRFRET art: 1752; SRC1 TRFRET art: 2014

How did COc1ccccc1NC(=O)c1ccc(NC(=O)CN(C)Cc2ccccc2F)cc1 do in these assays?
SRC3 TRFRET art: 1597; SRC1 TRFRET art: 1751

How did CCN(C(=O)COC(=O)COc1ccc2c(C)cc(=O)oc2c1)C1CCS(=O)(=O)C1 (stereo unspecified) do in these assays?
SRC3 TRFRET art: 1532; SRC1 TRFRET art: 1482

What do the screens show for `CC(Oc1ccccc1)c1ccnc(N)n1` (stereo unspecified)?
SRC3 TRFRET art: 1719; SRC1 TRFRET art: 1630

How did O=C(COC(=O)c1ccccn1)Nc1ccccc1OC(F)F do in these assays?
SRC3 TRFRET art: 1690; SRC1 TRFRET art: 1795

What do the screens show for `Cc1ccc(C(C)(C)C)cc1S(=O)(=O)Nc1cccc(S(=O)(=O)NC2=NCCC2)c1`?
SRC3 TRFRET art: 1675; SRC1 TRFRET art: 1837

What do the screens show for `CN(CCc1ccccn1)C(=O)CCC1CCCN(C(=O)NC2CCCCC2)C1` (stereo unspecified)?
SRC3 TRFRET art: 1492; SRC1 TRFRET art: 1674

Results for CC1CCN(C(=S)Nc2ccc(F)cc2)CC1 ?
SRC3 TRFRET art: 1314; SRC1 TRFRET art: 2040

What do the screens show for `COc1cc(/C=N/NC(=O)C(N)=O)ccc1OC(=O)c1cccs1`?
SRC3 TRFRET art: 1529; SRC1 TRFRET art: 1836

What do the screens show for `CC(C)CC(NS(=O)(=O)c1cccc(C(=O)O)c1)C(=O)O` (stereo unspecified)?
SRC3 TRFRET art: 1530; SRC1 TRFRET art: 1926

What do the screens show for `C#Cc1ccc([C@H]2C=C(C(=O)N3CCOCC3)O[C@@H](OCc3ccc(CO)cc3)C2)cc1`?
SRC3 TRFRET art: 1635; SRC1 TRFRET art: 1748

Results for CCCCN(C)C(=O)c1ccc2c(c1)N(CC)C(=O)c1ccccc1S2(=O)=O ?
SRC3 TRFRET art: 1842; SRC1 TRFRET art: 1905

Bioassay records deposited in PubChem by The Scripps Research Institute Molecular Screening Center.
